M. tuberculosis GlmU = inhibition of mycobacterial GlmU enzyme – biochemical, glucosamine-1-phosphate acetyltransferase (AID 1376) | M. tuberculosis GlmU acetyltransferase enzyme assay; higher % means a stronger effect | one-dose inhibition, %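 (tested at 30 µM in the primary screen)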; IC50 in µM for titrated hits | 220,000 tested, 0.25% active; in the data active means inhibition above about 13%; inconclusive means no clear call, values can overlap the other calls;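 further: 0% = complete reaction with vehicle and 100% = reaction without substrate; strong numbers were not always called active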
Mtb RmlCD inh = inhibitors of Mycobacterium tuberculosis RmlC and RmlD coupled enzymes; inhibition, % at 3.6 µM; P9WH09+P9WH11; 160,000 tested, 0.03% active; RmlC+RmlD coupled enzyme assay, percent inhibition; primary screen in compound mixtures; in the data active means inhibition mostly above about 34%, no sharp cut-off; inconclusive means no clear call, values can overlap the other calls; inactive means mostly below about 22%; further: some results filed as inactive read as strong as hits
Target sequence (P9WH09 whole entry, looked up): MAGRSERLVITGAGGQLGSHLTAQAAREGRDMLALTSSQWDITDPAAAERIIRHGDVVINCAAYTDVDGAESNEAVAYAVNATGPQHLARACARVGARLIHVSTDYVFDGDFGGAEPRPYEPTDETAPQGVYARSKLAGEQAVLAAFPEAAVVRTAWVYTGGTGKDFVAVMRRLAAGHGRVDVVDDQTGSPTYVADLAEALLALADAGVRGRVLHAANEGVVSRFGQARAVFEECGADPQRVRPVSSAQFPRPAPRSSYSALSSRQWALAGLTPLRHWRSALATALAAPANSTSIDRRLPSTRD
Target sequence (P9WH11 whole entry, looked up): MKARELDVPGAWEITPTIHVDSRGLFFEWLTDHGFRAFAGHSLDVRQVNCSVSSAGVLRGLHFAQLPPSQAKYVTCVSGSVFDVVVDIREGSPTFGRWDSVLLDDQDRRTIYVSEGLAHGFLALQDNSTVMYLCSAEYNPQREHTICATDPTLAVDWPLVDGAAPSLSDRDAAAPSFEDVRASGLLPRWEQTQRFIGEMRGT
Numbers without * were called inactive; ? = inconclusive; nt = no result given. These rows are one share of the data. The share of hits here may be higher or lower than overall.

SMILES | M. tuberculosis GlmU | Mtb RmlCD inh
COc1ccc(CC(=O)Nc2nc(C)cs2)cc1 | 1.1% | 14
Cc1ccc(C2N(c3nccs3)C(=O)C3CCCN32)cc1 (configuration not stated) | -2.3% | 9
CCOc1ccc(N(C(C)C(=O)NN=C2CCCCCCC2)S(C)(=O)=O)cc1 (configuration not stated) | -4.0% | -12
CN1C(=S)SC(C)(C)C1NO (configuration not stated) | -0.4% | 6
COc1ccnc(N2CCN(c3cccc(C(F)(F)F)c3)CC2)c1C#N | -1.3% | nt
N#C/C(=C\c1ccc(F)c(F)c1)C(=O)NC1CCCCC1 | -2.0% | 1
Cc1ccc(-c2cc(-c3c(C)nn(C)c(=O)c3N)[nH]n2)cc1 | 0.9% | -10
CC(C)=CCc1c(O)cc2c(c1O)C(=O)CC(c1ccccc1)O2 (configuration not stated) | 9.0% | nt
CC1=C(C(=O)Nc2ccc(C)cc2C)C(c2cccc(Cl)c2)n2nc(C(=O)OC(C)C)nc2N1 (configuration not stated) | 1.0% | 8
N=C1/C(=C\c2ccc(OC(=O)c3ccco3)cc2)C(=O)N=C2SC=NN12 | -0.5% | 21
COc1ccc(-n2ccnc2SCC(=O)Nc2ccc(OC)cc2OC)cc1 | 0.9% | -8
CS(=O)(=O)N(Cc1ccccc1)c1ccc(C(=O)NN=C2CCCCCC2)cc1 | 0.1% | nt
S=C(N/N=C1\C2CN3CCN(C2)CC1(c1ccccc1)C3)Nc1ccccc1 | -1.1% | -14
COc1ccc(CCN2C(=O)CC(C(N)=O)SC2=Nc2ccc(F)cc2)cc1OC (configuration not stated) | 6.3% | nt
Cc1cnn(-c2cc(N/N=C/c3ccccc3)ncn2)c1 | 1.0% | 43
Cc1cc(C)c(OCCN2CC(C)OC(C)C2)c(Br)c1 (configuration not stated) | -11% | -6
O=C(O)CCc1ccc(-c2cccs2)n1-c1ccc(C(=O)O)cc1 | 2.9% | nt
CN(CC(=O)Nc1cccc2ccccc12)c1ccc(S(=O)(=O)N2CCOCC2)cn1 | -1.2% | -13
O=C(NCc1csc(-c2cccs2)n1)c1ccsc1 | 5.7% | nt
CCOC(=O)CC(=O)CSc1nc(-c2cccnc2)cc(C)c1C#N | 0.3% | -5
COc1ccc(C2CC(c3ccccc3C)n3nc(N)nc3N2)cc1 (configuration not stated) | -4.1% | 13
CC(C)c1ccc(N)c(S(=O)(=O)O)c1 | 4.7% | -5
Cc1ccc(N2CC(O)(c3cccs3)[N+]3=C2CCCC3)cc1 (configuration not stated) | -6.1% | -9
O=C(NCCNC(=O)c1cc(OCC(F)(F)F)ccc1OCC(F)(F)F)Nc1ccc(Cl)cc1 | 8.4% | -5
COc1ccc(NS(=O)(=O)c2cn(C)c(=O)n(C)c2=O)cc1 | 3.0% | 4

Part of the list above, field by field.
compound: COc1ccc(-n2ccnc2SCC(=O)Nc2ccc(OC)cc2OC)cc1
  M. tuberculosis GlmU = 0.9% | Mtb RmlCD inh = -8

compound: CS(=O)(=O)N(Cc1ccccc1)c1ccc(C(=O)NN=C2CCCCCC2)cc1
  M. tuberculosis GlmU = 0.1% | Mtb RmlCD inh = nt

compound: S=C(N/N=C1\C2CN3CCN(C2)CC1(c1ccccc1)C3)Nc1ccccc1
  M. tuberculosis GlmU = -1.1% | Mtb RmlCD inh = -14

Other structures:
SMILES | M. tuberculosis GlmU | Mtb RmlCD inh
CCC(C)N(C)Cc1cccc(C2(O)CCN(S(=O)(=O)c3ccc(F)c(C)c3)CC2)c1 (configuration not stated) | -6.3% | nt
CCCCNC(=O)CCC(=O)Nc1ccc2nc(N3CCOCC3)cc(C)c2c1 | 4.0% | 13
O=C(CCc1nnc(CCCCc2ccccc2)o1)NCCN1CCOC1=O | 1.7% | -13
O=C(NC1CCCCC1)c1cc(-c2ccco2)on1 | nt | 62
COc1ccc(C(=O)NCCSc2ccccn2)cc1 | 2.7% | -2
Cn1c(=O)n(Cc2ccccc2Cl)c2ccccc21 | 1.7% | -6
CCOC(=O)CC1=C(C(=O)OCC)C(c2cc(OC)c(OC)cc2OC)C(C#N)=C(N)O1 (configuration not stated) | -2.8% | nt
COC(=O)CNC(=O)CNC(=O)Nc1ccccc1Cl | -4.4% | nt
CSc1ncc(CN2CCCC(C(=O)c3ccccc3SC)C2)cn1 (configuration not stated) | 3.8% | 7
N#Cc1ccc(-c2cn(-c3ccccc3)c3[n+]2CCCS3)cc1 | 1.7% | -14
Nc1c(C(=O)N/N=C/c2ccc(OCc3ccccc3)cc2)cnn1-c1ccccc1 | 4.0% | -13
Cc1ccc(OC(=O)c2sc3ncn(C)c(=O)c3c2C)cc1 | 1.6% | -13
Clc1ccc(OCC#CCN2CCCC2)cc1 | 1.7% | -5
CC(O/N=C/c1ccc(OC(F)F)cc1)C(=O)Nc1cccc(S(=O)(=O)N2CCOCC2)c1 (configuration not stated) | -1.2% | nt
Cc1cc(S(=O)(=O)N(Cc2ccccc2F)C2CC2)ccc1-n1cnnn1 | 7.9% | 6
O=C1Cc2ccccc2C(=O)N1CCc1ccccc1 | 3.8% | 8
CCOC(=O)CC(NC(=O)c1cc2ccccc2oc1=O)c1cccc([N+](=O)[O-])c1 (configuration not stated) | 0.9% | nt
O=C(NCC1CCCO1)C(c1cccnc1)N(C(=O)Cc1cccs1)c1ccccc1 (configuration not stated) | 6.6% | 2
CCOP(=O)(OCC)C(NC(=O)c1ccccc1)C(Cl)(Cl)Cl (configuration not stated) | 1.6% | -8
Cc1cc(C)nc(N2CCC(C(=O)NC3CCCc4ccccc43)CC2)n1 (configuration not stated) | 6.5% | 2
Cc1ccc(S(=O)(=O)c2c(C)nn(C(C)(C)C)c2OC(=O)C(C)(C)C)cc1 | 1.1% | nt
O=C(O)c1ccccc1-c1nc2ccccc2n1-c1ccccc1 | 6.4% | -10
O=C(CNC(=O)Cc1ccccc1)NCC(=O)OCc1ccc(C(=O)c2ccccc2)cc1 | -1.6% | nt
O=C(Oc1ccc(Br)cc1C(=S)N1CCCC1)c1ccccc1F | -2.3% | -10
CCOC(=O)N1CCN(C(=O)CS(=O)(=O)c2cn(Cc3ccccc3C)c3ccccc23)CC1 | 0.6% | nt

(listing goes on)
SMILES | M. tuberculosis GlmU | Mtb RmlCD inh
COc1ccc(S(=O)(=O)/N=C2/NC(=O)/C(=C\c3cc(OC)c(OC)cc3[N+](=O)[O-])S2)cc1 | 10% | nt
Cc1ccc(NC(=O)C2CCC(CNc3c(N4CCC(C)CC4)c(=O)c3=O)CC2)cc1F (configuration not stated) | -1.2% | 30
O=C1OCC=C1NNC(=O)c1cccnc1 | -2.1% | -6
CCc1nc(SCC(=O)c2ccccc2)c2c(=O)n(C)c(=O)n(C)c2n1 | 3.3% | 0
CCOC(=O)C(C)On1c(-c2ccc(Cl)cc2)nc2ccc([N+](=O)[O-])cc21 (configuration not stated) | -1.4% | 6
CN(CC(=O)NC(=O)NCc1ccccc1)Cc1ccc(Cl)c(Cl)c1 | 7.3% | 8
COc1cccc(OC)c1-c1nn2c(-c3ccccc3Cl)nnc2s1 | 0.5% | 4
CC(/C=N/NC(=O)c1nnn(-c2nonc2N)c1CN(C)C)=C\c1ccco1 | -6.5% | 7
Cc1ccc(CNC(=O)c2ccc(N3CCc4ccccc43)c([N+](=O)[O-])c2)cc1 | -6.3% | 8
O=C(c1cc2ccccc2oc1=O)N(Cc1ccco1)C1CCS(=O)(=O)C1 (configuration not stated) | -3.9% | -4
Cc1cccc(C)c1NC(=O)C1(NC(=O)C2CCCN2C(=O)OC(C)(C)C)CCCCC1 (configuration not stated) | 7.5% | nt
C[C@@H]1CC=C[C@H]2[C@H]1C(=O)N(Cc1ccccc1)[C@H]2c1ccoc1 | 1.1% | nt
O=C(O)C1Cc2ccccc2CN1C(=O)COc1ccc(Cl)cc1Cl (configuration not stated) | 1.0% | -9
CCCn1c(SCC(=O)N2CCCC(C)C2)nnc1-c1cccnc1 (configuration not stated) | 3.9% | 19
CC1(C)CC2(CC(C)(C)N1)OC(=O)N1CCc3ccccc3C12C (configuration not stated) | 2.1% | nt
COc1ccc(-c2csc(-c3ccc(C(=O)O)cc3)n2)cc1 | 0.2% | -2
O=C(NCc1ccccc1Cl)C1CCN(C(=O)c2sccc2-n2cccc2)CC1 | 1.8% | -8
N#Cc1cc(C(=O)c2cc(Br)ccc2O)cn(C2CC2)c1=O | 4.1% | 5
COc1cccc(NC(=S)NN=C2CCC(C(C)(C)C)CC2)c1 (configuration not stated) | 0.5% | -10
CCOC(=O)c1c(C)n(C)c2ccc(OC(=O)c3ccoc3)cc12 | 0.2% | -15
CC(=O)Nc1nc(SCC(=O)NCc2ccc(F)cc2)[nH]c(=O)c1NC(=O)c1cccs1 | -2.2% | -8
CNC(=S)N1N=C(c2ccc(OC)cc2)CC1c1ccc(N(C)C)cc1 (configuration not stated) | 4.5% | 16
CC1Cc2ccccc2C(=O)N1 (configuration not stated) | -0.3% | 51
COc1cc(C(N)=O)cc(Br)c1OC | 2.8% | -2
O=C(CNC(=O)c1ccccc1Cl)OCC(=O)N1CCc2ccccc21 | -2.1% | 4

Carrying on:
SMILES | M. tuberculosis GlmU | Mtb RmlCD inh
Cn1cnnc1SCC(=O)Nc1ccc2nc(SCc3ccccc3Cl)sc2c1 | 5.5% | nt
COc1ccc(NC(=O)C(Cc2ccccc2)n2cccc2)cc1OC (configuration not stated) | -3.6% | 3
CCOC(=O)NC(=O)C(=CNc1ccccc1OC)C(=O)NC(=O)OCC | 3.6% | nt
COc1ccc(Cl)cc1C(=O)Nc1ccccc1N1CCN(C)CC1 | 1.4% | 5
COc1ccc(N2C(=O)C3CCCN3C2c2ccc(F)cc2)cc1Cl (configuration not stated) | 3.9% | 33
CCSc1nc2ccccc2n1C(=O)c1ccc(S(=O)(=O)N2CCCCC2)cc1 | 0.4% | 2
O=C(CNC(=O)c1ccco1)NCC(=O)OCc1ccc(Cl)cc1 | -2.5% | 8
O=C(Nc1ccc(OC(F)(F)F)cc1)c1cnc2n(c1=O)CCS2 | 1.4% | nt
Cc1nnc(SCCCCSc2nnc(C)c(=O)[nH]2)[nH]c1=O | 11% | 5
CC(C)C(NC(=O)CNC(=O)OC(C)(C)C)C(=O)NCc1ccc(Cl)cc1 (configuration not stated) | 2.5% | -6
COc1ccc(OCC(=O)N/N=C(\C)c2cccs2)cc1 | nt | 11
NC(=O)c1cccc(N=Cc2cc(Cl)cc(Cl)c2O)c1 | -5.5% | 59
CCOC(=O)Nc1cc(C)ccc1OC | 0.2% | 11
CCCS(=O)(=O)Nc1ccc2cn[nH]c2c1 | -4.3% | 12
COc1ccc(NC(=O)C2C(=O)N(C)C3(C)CC2c2ccccc2O3)cc1 (configuration not stated) | 2.1% | -6
O=C(O)c1ccc(Cn2cnc3sc4c(c3c2=O)CCCC4)cc1 | -6.5% | 0
COCC(=O)N=Nc1c(O)[nH]c2ccccc12 | -0.7% | 0
O=C(COc1ccccc1C(=O)NCC1CCCO1)Nc1ccc(Cl)cc1Cl (configuration not stated) | -1.2% | -1
Cc1cccc(/C=N/c2sc3c(c2C(=O)OC(C)(C)C)CCN(C)C3)c1O | -0.3% | -7
S=C(NCc1ccccc1)NC1CCCc2ccccc21 (configuration not stated) | 0.3% | nt
CCN(CCCNC(=O)CCc1nc(-c2ccc(C)cc2)no1)c1cccc(C)c1 | -5.2% | 5
S=C(NCCc1ccccc1)Nc1c(Cl)cccc1Cl | -1.7% | -12
O=C(C1CCCCC1)N1CCN(c2ccccc2F)CC1 | 0.0% | nt
CCOc1nc(N2CCCCC2)nc(-n2cc(-c3ccccc3)nn2)n1 | -3.2% | nt
CCOCCn1c(C(C)O)nc2ccccc21 (configuration not stated) | 2.1% | nt

Next part (7 carried over from the part before).
SMILES | M. tuberculosis GlmU | Mtb RmlCD inh
Cc1cccc(/C=N/c2sc3c(c2C(=O)OC(C)(C)C)CCN(C)C3)c1O | -0.3% | -7
S=C(NCc1ccccc1)NC1CCCc2ccccc21 (configuration not stated) | 0.3% | nt
CCN(CCCNC(=O)CCc1nc(-c2ccc(C)cc2)no1)c1cccc(C)c1 | -5.2% | 5
S=C(NCCc1ccccc1)Nc1c(Cl)cccc1Cl | -1.7% | -12
O=C(C1CCCCC1)N1CCN(c2ccccc2F)CC1 | 0.0% | nt
CCOc1nc(N2CCCCC2)nc(-n2cc(-c3ccccc3)nn2)n1 | -3.2% | nt
CCOCCn1c(C(C)O)nc2ccccc21 (configuration not stated) | 2.1% | nt
CCCOc1ccc(Cc2c(Cl)nc(SC)nc2NC)cc1 | 2.5% | nt
Cc1ccc(NS(=O)(=O)c2ccc(NC(=O)C(C)Sc3ccc(Cl)cc3)cc2)c(C)c1 (configuration not stated) | 3.9% | -11
Cc1ccc(C2=Nc3c(ccc4ccccc34)C(c3ccncc3)=NN2)cc1 | -2.0% | ?
NNC(=S)Nc1ccc(C(F)(F)F)cc1Cl | 2.3% | 0
O=C(NC1CCCCC1)C1CCN(S(=O)(=O)N2CCCCCC2)CC1 | 1.5% | nt
CCC(=O)NC(=S)Nc1ccc(-c2nc3ccc(C)cc3s2)cc1 | -5.4% | -7
Cc1cc(C)n(C(=O)CCC2COc3ccccc3O2)n1 (configuration not stated) | 5.3% | 4
CCOc1cc(N2CCOCC2)c(OCC)cc1NC(=O)c1ccc(OC)cc1 | 4.7% | -12
COC(=O)c1ccc(OCC(=O)c2ccc(O)cc2O)cc1 | -0.8% | nt
CCN(CC)C(=O)c1sc(NC(=O)c2ccncc2)c(C(=O)OC)c1C | -1.3% | -4
Cc1ccc(C)c(NC2=NCCCS2)c1 | 1.1% | 9
O=C(CSc1ccc(-c2ccc(F)cc2)nn1)N1CCN(c2ccccc2)CC1 | -0.1% | -3
O=C(NC1CCCCC1)C(=O)c1c(-c2ccccc2)[nH]c2ccccc12 | -6.1% | nt
COc1cccc(NC(=O)CCP(C)(=O)O)c1 | -3.1% | nt
CC(=O)NCCc1nc2ccccc2n1CCOc1cccc(C)c1 | -2.5% | -3
O=C1C2CC=CCC2C(=O)N1c1n[nH]c(CCc2ccccc2)n1 (configuration not stated) | -3.8% | -7
O=S(=O)(c1ccccc1)n1ccc(-c2cnc(-c3ccccc3)s2)n1 | -1.2% | nt
